p97 ATPase inh = blocks human p97 ATPase activity; P55072; recombinant p97 ATPase, Kinase-Glo ATP luminescence, 3 h; inhibition, % at 8 µM; hit rate 0.42% among 220,000; AID 1481; in the data active = inhibition above about 15%;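 also: 0% = DMSO vehicle and 100% = wells lacking enzyme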
Target sequence (P55072 whole entry, looked up): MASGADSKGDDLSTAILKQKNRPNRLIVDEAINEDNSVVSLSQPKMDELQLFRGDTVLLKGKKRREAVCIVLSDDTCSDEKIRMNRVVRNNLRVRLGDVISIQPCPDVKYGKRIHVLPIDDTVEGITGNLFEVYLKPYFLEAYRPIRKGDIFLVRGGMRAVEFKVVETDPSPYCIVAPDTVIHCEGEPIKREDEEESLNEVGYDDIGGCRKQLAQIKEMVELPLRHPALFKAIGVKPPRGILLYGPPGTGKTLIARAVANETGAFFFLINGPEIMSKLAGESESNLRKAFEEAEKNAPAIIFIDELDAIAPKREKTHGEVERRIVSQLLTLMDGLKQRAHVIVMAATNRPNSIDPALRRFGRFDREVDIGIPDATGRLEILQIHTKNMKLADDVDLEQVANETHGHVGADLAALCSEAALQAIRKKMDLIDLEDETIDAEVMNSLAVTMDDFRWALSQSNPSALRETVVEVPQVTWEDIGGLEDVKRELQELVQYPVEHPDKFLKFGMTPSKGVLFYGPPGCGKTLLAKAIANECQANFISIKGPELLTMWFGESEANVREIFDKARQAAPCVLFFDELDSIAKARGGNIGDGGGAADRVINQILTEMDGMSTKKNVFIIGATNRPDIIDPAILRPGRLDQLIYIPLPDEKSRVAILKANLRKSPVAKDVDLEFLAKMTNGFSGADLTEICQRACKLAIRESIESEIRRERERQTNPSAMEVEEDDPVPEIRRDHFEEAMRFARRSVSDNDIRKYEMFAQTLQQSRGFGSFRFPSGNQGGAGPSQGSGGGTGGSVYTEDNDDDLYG
Wee1 stabilizer = human Wee1 degradation inhibition, primary screen. HeLa Luc-Wee1K328M stability, luciferase luminescence; 100% = proteasome inhibitor MG132 effect. AID 1321. reporter increase, % at 5 µM. hit rate 1.2% among 220,000;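 active = activation above the mean of all tested compounds plus 3 SD, set per screening run, cut at about 8.8% in these data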;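 also: cells exposed to compound for 20 h before luminescence read; 0% = DMSO alone and 100% = MG132 at 30 µM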
Rad51 HR inh = blocks human Rad51 in homologous recombination; Q06609; hRad51 DNA strand exchange, fluorescence dequenching; inhibition, % at 10 µM; hit rate 0.085% among 200,000;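 active = inhibition above 40% at the single screening dose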;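 also: 0% = DMSO control wells and 100% = blanks with heterologous ssDNA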
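material = hRad51 filaments on single-stranded DNA | timing = filaments 15 min 37 °C, then compound 30 min | signal = FRET fluorescence dequenching, excitation 485 nm, emission 520 nm | benchmarks = control wells and blank wells on each plate | evaluation = percent inhibition relative to plate controls and blanks | compound = 10 µM final, single point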
* hit, by the source's call; . = not tested or not shown. Only part of the results is shown; rates above refer to the full screens.

SMILES	p97 ATPase inh	Wee1 stabilizer	Rad51 HR inh
COC(=O)C1=C(c2ccc(S(C)(=O)=O)cc2)C[C@@H]2CC[C@H]1N2C(=O)NC(C)C	.	.	-4.1
COc1ccc(CCN)cc1O	.	.	-5.7
COC(=O)C1=C(c2ccc(S(C)(=O)=O)cc2)C[C@@H]2CC[C@H]1N2C(=O)NCCNC(C)=O	.	.	1.6
COC(=O)C1=C(c2cccc(OC)c2OC)C[C@@H]2CC[C@H]1N2C(=O)NCc1cccc2ccccc12	.	.	6.4
O=c1cccc2n1CC1CC2CN(c2ncnc3c2cnn3-c2ccc(Cl)cc2)C1 (stereo not given)	.	.	-7.9
C/C(=N\NC(=O)c1ccncc1)c1c(O)[nH]c(=O)[nH]c1=O	.	.	3.7
COC(=O)C1=C(c2ccc(S(C)(=O)=O)cc2)C[C@@H]2CC[C@H]1N2C(=O)N1CCCCC1	.	.	5.5
COC(=O)C1=C(c2cccc(OC)c2OC)C[C@@H]2CC[C@H]1N2C(=O)NCCCOC(C)C	.	.	-1.4
ClC1=CCC2CN(CCN3CCCCC3)CC2C1 (stereo not given)	.	.	-1.1
COc1ccc(C(CN(C)C)C2(O)CCCCC2)cc1 (stereo not given)	.	.	0.7
COC(=O)C1=C(c2cc3ccccc3o2)C[C@@H]2CC[C@H]1N2C(=O)NCc1ccc(C(F)(F)F)cc1	.	.	3.7
COC(=O)C1=C(c2cc3ccccc3s2)C[C@@H]2CC[C@H]1N2C(=O)NCCO	.	.	3.4
COC(=O)CC(=O)c1ccc2c(c1)OCO2	.	.	-3.6
S=C(NC1CCCCC1)N1CCC(c2cnc[nH]2)CC1	.	.	5.9
COC(=O)C1=C(N)OC(C)=C(C(C)=O)C12C(=O)N(C)c1ccccc12 (stereo not given)	.	.	-5.1
CN1CCN(c2ccc3c(c2)S(=O)(=O)c2ccccc2C3=O)CC1	.	.	-7.1
COC(=O)C1=C(c2cccc(OC)c2OC)C[C@@H]2CC[C@H]1N2C(=O)NCCNC(C)=O	.	.	-4.9
CCCN(CCC)C1CCc2cccc(O)c2C1 (stereo not given)	.	.	0.1
NCCc1ccccn1	.	.	-0.1
CC[C@H]1CC2CN3CCc4c([nH]c5ccccc45)C(C(=O)OC)(C2)C13 (stereo not given in full)	.	.	-6.6

The last 5 entries of the section above lead into the next:
SMILES	p97 ATPase inh	Wee1 stabilizer	Rad51 HR inh
CN1CCN(c2ccc3c(c2)S(=O)(=O)c2ccccc2C3=O)CC1	.	.	-7.1
COC(=O)C1=C(c2cccc(OC)c2OC)C[C@@H]2CC[C@H]1N2C(=O)NCCNC(C)=O	.	.	-4.9
CCCN(CCC)C1CCc2cccc(O)c2C1 (stereo not given)	.	.	0.1
NCCc1ccccn1	.	.	-0.1
CC[C@H]1CC2CN3CCc4c([nH]c5ccccc45)C(C(=O)OC)(C2)C13 (stereo not given in full)	.	.	-6.6
CCCNC(=O)N1[C@H]2CC[C@@H]1C(C(=O)OC)=C(c1ccccc1)C2	.	.	3.3
CCN1C[C@]2(COC)CC[C@H](OC)[C@@]34C5C[C@H]6C(=O)C5[C@](O)(C[C@H]6OC)[C@@](O)(C(OC)C23)[C@@H]14 (stereo not given in full)	.	.	7.8
CCCN(CCC)C1Cc2cc(OC)c(OC)cc2C1	.	.	-4.4
COC[C@]12CN(C)C3C4[C@H](OC)[C@H]1C3([C@@H](OC)C[C@H]2O)[C@@H]1C[C@@]2(O)[C@H](OC(=O)c3ccccc3)[C@@H]1[C@]4(OC(C)=O)[C@@H](O)[C@@H]2OC	.	.	-0.7
Cc1ccc(-c2nc3ccc(C)cn3c2CC(=O)N(C)C)cc1	.	.	4.5
COc1cc(C(O)CNC(C)C)cc(F)c1OC (stereo not given)	.	.	-0.6
COC(=O)C1=C(c2ccc(S(C)(=O)=O)cc2)C[C@@H]2CC[C@H]1N2C(=O)NCc1cccc2ccccc12	.	.	12.0
COC(=O)C1=C(c2cc3ccccc3s2)C[C@@H]2CC[C@H]1N2C(=O)NCc1ccc(C(F)(F)F)cc1	.	.	3.5
COC(=O)C1=C(c2ccccc2)C[C@@H]2CC[C@H]1N2C(=O)NCCNC(C)=O	.	.	-3.3
COC(=O)C1=C(c2cccc(OC)c2OC)C[C@@H]2CC[C@H]1N2C(=O)N1CCCC1	.	.	10.8
CC1(C)NC(=O)[C@H]2CCCN21	.	.	4.7
COc1ccc(C(O)CNC(C)C)c(F)c1OC (stereo not given)	.	.	-0.5
C=C1[C@H]2C[C@H]3[C@H]4N5C[C@]6(C)CCC[C@]47[C@H]([C@H]2O)[C@]3(C[C@]5(O)[C@H]67)[C@@H]1O	.	.	0.6
Oc1cc(Cl)ccc1Oc1ccc(Cl)cc1Cl	.	.	5.8
CNCC(O)c1cc(OCc2ccccc2)c(OCc2ccccc2)cc1F (stereo not given)	.	.	7.0
COC(=O)C1=C(c2ccc(S(C)(=O)=O)cc2)C[C@@H]2CC[C@H]1N2C(=O)N1CCCC1	.	.	10.7
Clc1ccc(CO/N=C(\Cn2ccnc2)c2ccc(Cl)cc2Cl)c(Cl)c1	.	.	3.9
CCN1C[C@]2(CO)CC[C@H](OC)[C@@]34C5C[C@H]6[C@H](OC)C5[C@](O)(C[C@H]6OC)[C@@H](C(OC)C23)[C@@H]14 (stereo not given in full)	.	.	-5.6
O=C(O)c1cc(Oc2ccc(C(F)(F)F)cc2Cl)ccc1[N+](=O)[O-]	.	.	-2.8
CC(C)c1cccc(C(C)C)c1O	.	.	0.5

Two entries picked at random from the list so far, as already listed:
SMILES	p97 ATPase inh	Wee1 stabilizer	Rad51 HR inh
CCCNC(=O)N1[C@H]2CC[C@@H]1C(C(=O)OC)=C(c1ccccc1)C2	.	.	3.3
COc1cc(C(O)CNC(C)C)cc(F)c1OC (stereo not given)	.	.	-0.6

Next part.
SMILES	p97 ATPase inh	Wee1 stabilizer	Rad51 HR inh
COC(=O)C1=C(c2cc3ccccc3s2)C[C@@H]2CC[C@H]1N2C(=O)N1CCCC1	.	.	-5.1
CC[C@@H](CO)C1CC2NC3CC4(c5ccccc5N(C)[C@@H]24)C(O)C31 (stereo not given in full)	.	.	-10.6
COC(=O)C1=C(c2ccc(S(C)(=O)=O)cc2)C[C@@H]2CC[C@H]1N2C(=O)N1CCOCC1	.	.	-3.0
Cc1cc(OCC(=O)OC(C)(C)C)c2c3c(c(=O)oc2c1)CCC3	.	.	-1.5
Cc1nnc2ccc(-c3cccc(C(F)(F)F)c3)nn12	.	.	5.2
C=CCN1CCC2(C)c3cc(O)ccc3CC1C2C (stereo not given)	.	.	-1.4
CCOC(=O)c1ccccc1NC(=O)c1c(O)[nH]c(=S)[nH]c1=O	.	.	3.7
CCCNC(=O)N1[C@H]2CC[C@@H]1C(C(=O)OC)=C(c1cc3ccccc3o1)C2	.	.	-5.5
COC(=O)C1=C(c2ccccc2)C[C@@H]2CC[C@H]1N2C(=O)NCc1ccc(C(F)(F)F)cc1	.	.	2.2
CC(=O)N(C)CC#CCN1CCCC(CO)C1 (stereo not given)	.	.	-8.1
CC1C(c2cccs2)=[N+]([O-])C(C)(C(=O)c2ccc(Cl)cc2)N1O (stereo not given)	7.5	-1.0	.
CC(N)Cc1c[nH]c2ccc(Cl)cc12 (stereo not given)	-4.5	-0.9	-6.1
Cc1ccc(OP(=O)(O)Oc2ccc(C)cc2)cc1	4.3	-2.8	-0.7

Another view of 2 compounds above:
CCOC(=O)c1ccccc1NC(=O)c1c(O)[nH]c(=S)[nH]c1=O
  p97 ATPase inh: .	Wee1 stabilizer: .	Rad51 HR inh: 3.7
CCCNC(=O)N1[C@H]2CC[C@@H]1C(C(=O)OC)=C(c1cc3ccccc3o1)C2
  p97 ATPase inh: .	Wee1 stabilizer: .	Rad51 HR inh: -5.5

Compound profiles (already shown). Order of values: p97 ATPase inh | Wee1 stabilizer | Rad51 HR inh
Profile of CCOC(=O)c1ccccc1NC(=O)c1c(O)[nH]c(=S)[nH]c1=O → . | . | 3.7
Profile of COC(=O)C1=C(c2ccccc2)C[C@@H]2CC[C@H]1N2C(=O)NCc1ccc(C(F)(F)F)cc1 → . | . | 2.2
